# Compound activity (PubChem BioAssay)
# DAGLB inh – blocks human DAGLB lipase activity. inhibition, % at 5.17 µM. Q8NCG7. 0.059% of 340,000 active. HEK293T DAGLB membrane lysate, EnzChek fluorogenic substrate; in the data active means inhibition above about 34%;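 further: 0% = enzyme with vehicle and 100% = wells lacking enzyme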
# Target sequence (Q8NCG7 whole entry, looked up): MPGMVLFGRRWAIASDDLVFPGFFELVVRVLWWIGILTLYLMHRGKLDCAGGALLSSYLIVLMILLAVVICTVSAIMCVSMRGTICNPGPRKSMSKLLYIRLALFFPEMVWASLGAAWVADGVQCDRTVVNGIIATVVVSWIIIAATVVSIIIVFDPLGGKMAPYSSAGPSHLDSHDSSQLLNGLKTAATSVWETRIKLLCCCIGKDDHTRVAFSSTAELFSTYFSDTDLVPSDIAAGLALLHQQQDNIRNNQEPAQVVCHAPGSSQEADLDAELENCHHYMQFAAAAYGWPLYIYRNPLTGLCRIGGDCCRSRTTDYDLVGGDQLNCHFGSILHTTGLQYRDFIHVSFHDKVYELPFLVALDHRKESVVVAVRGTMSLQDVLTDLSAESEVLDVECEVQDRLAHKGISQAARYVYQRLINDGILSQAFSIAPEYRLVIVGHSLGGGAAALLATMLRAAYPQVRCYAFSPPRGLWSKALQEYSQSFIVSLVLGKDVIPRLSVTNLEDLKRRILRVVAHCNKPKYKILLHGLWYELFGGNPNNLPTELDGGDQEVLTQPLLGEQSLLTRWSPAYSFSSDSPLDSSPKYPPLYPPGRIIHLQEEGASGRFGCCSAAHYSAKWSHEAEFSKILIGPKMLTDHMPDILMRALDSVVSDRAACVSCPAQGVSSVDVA
# LANA DNA inh – blocks KSHV LANA C-terminal domain binding to DNA; MBP-C-LANA/FAM-LBS DNA binding, fluorescence polarization; inhibition, % at 9 µM; 0.078% of 340,000 active;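 active means highest replicate inhibition at or above 60% at 9 µM, even if other replicates fall short; inactive means all replicates below 60% inhibition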;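 further: 0% = neutral control wells and 100% = 4 µM acridine orange control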
# RTF Ca sens inh – cardiac RTF calcium desensitization; P19429+P45379; IANBD-labeled cardiac RTF, Ca2+ fluorescence; inhibition, % at 7.15 µM; 0.12% of 340,000 active;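 active means inhibition above the mean inhibition of all tested compounds plus 3 SD, cut at about 17% in these data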;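 further: assay run at fixed EC70 calcium of 1.6 mM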
# CAL PDZ FP-1 – inhibitors of human CAL PDZ peptide binding; Q9HD26; purified CAL PDZ, TMR-peptide fluorescence polarization, 1 h; inhibition, % at 20 µM; 0.02% of 330,000 active; AID 504414;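 active means highest replicate inhibition of at least 40%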;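 further: plate controls were DMSO neutral control wells for no effect and unlabeled competitor peptide control wells for full effect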
#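 Material: tagged CAL PDZ domain; buffer or medium: 25 mM sodium phosphate pH 7.4, 150 mM NaCl, TCEP, IgG, Thesit; compound dosing: single point, 20 µM; schedule: 1 h incubation at room temperature before polarization reading; measured by: FP readout, S and P plane fluorescence; read-out basis: percent inhibition from loss of millipolarization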
# PKA-R2B act – activators of human PKA-R2B complex; PKA-R2B holoenzyme dissociation, Cy5-IP20 fluorescence polarization; R2B truncated from residue 108, S112A mutant; 0% DMSO only, 100% 113 µM cGMP; activation, % at 11.4 µM; AID 504700; P22694+P31323; 0.079% of 340,000 active;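 active means activation above a cutoff set at the mean over all compounds plus 3 SD, cut at about 18% in these data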;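 further: higher means more holoenzyme dissociation and a rise in polarization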
# Rtt109 Vps75 – C. albicans Rtt109 histone acetyltransferase inhibition; Q5AAJ8; purified Rtt109/Vps75, ThioGlo CoA-SH fluorescence, 4 h; inhibition, % at 34.9 µM; 0.16% of 330,000 active; AID 540336;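 active means inhibition of at least 50% in every replicate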
# Target sequence (Q5AAJ8 whole entry, looked up): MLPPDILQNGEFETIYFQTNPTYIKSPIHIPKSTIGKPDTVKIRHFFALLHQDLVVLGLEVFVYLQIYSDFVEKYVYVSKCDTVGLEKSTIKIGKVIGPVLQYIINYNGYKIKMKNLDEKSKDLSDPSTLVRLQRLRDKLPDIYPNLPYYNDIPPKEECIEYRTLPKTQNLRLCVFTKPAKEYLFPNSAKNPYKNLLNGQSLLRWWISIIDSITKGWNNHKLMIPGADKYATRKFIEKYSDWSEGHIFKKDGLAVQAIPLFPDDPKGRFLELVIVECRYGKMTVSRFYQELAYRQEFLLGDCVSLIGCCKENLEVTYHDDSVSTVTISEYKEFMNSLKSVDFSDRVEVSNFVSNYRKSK
# CAL PDZ FP-2 – blocks peptide binding to the human CAL PDZ domain | Q9HD26 | inhibition, % at 24.9 µM | AID 602252 | 0.92% of 300,000 active | purified CAL PDZ, TMR-peptide fluorescence polarization, 1 h;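 active means mean inhibition of at least 30% with at least half of replicates also reaching 30%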;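 further: 0% = DMSO neutral control and 100% = excess unlabeled competitor peptide PRC23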
# Keap1-Nrf2 PPI – inhibitors of human Keap1-Nrf2 protein-protein interaction | Q14145 | 0.15% of 340,000 active | AID 504523 | Keap1 Kelch-Nrf2 peptide fluorescence polarization, 1536-well | inhibition, % at 9.4 µM; in the data active means inhibition above about 12%;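 further: human Keap1 Kelch domain with fluorescein labeled Nrf2 9mer peptide probe; 0% = neutral control wells and 100% = peptide positive control; higher means more block of Keap1 binding to Nrf2 peptide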
# SR-BI uptake up – SR-BI HDL lipid transfer activation | CHO ldlA[mSR-BI] cells, DiI-HDL uptake fluorescence, 3 h; 100 = double the neutral-control signal | activation, % at 12.5 µM | 0.096% of 320,000 active | AID 504775;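 active means mean replicate activation of at least 60% and every replicate at or above 60%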;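 further: 0% = median plate neutral-control signal and 100% = twice that signal; values of inactives mirror those of a sister screen read the other way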
#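 Material: SR-BI-overexpressing, LDLR-lacking CHO cells; schedule: compound exposure 3 h, 37 °C; reagent: DiI-labelled HDL at 10 µg/mL final; technique: bottom-read fluorescence, 550/595 nm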
# cardiac RTF act – cardiac RTF calcium sensitization | activation, % at 7.2 µM | P19429+P45379 | AID 493008 | 0.24% of 340,000 active | IANBD-labeled TnC RTF fluorescence at EC20 calcium; 0% EC20 calcium, 100% full calcium;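 active means activation above the mean over all tested compounds plus 3 SD, cut at about 30% in these data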;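 further: rise in fluorescence read as greater calcium sensitivity of cardiac thin filaments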
# The depositor's hits bear a star; nt = no result given. Outcome played no part in choosing rows; 1.6% or so of the library scored in one or more.
# Start of the data: the first two records (preview)
SMILES,DAGLB inh,LANA DNA inh,RTF Ca sens inh,CAL PDZ FP-1,PKA-R2B act,Rtt109 Vps75,CAL PDZ FP-2,Keap1-Nrf2 PPI,SR-BI uptake up,cardiac RTF act
CCOC(=O)[C@H]1[C@H]2COc3cc(OC)ccc3[C@@H]2N2C(=O)CN(Cc3ccco3)C(=O)[C@@]12C,0,0.5,7,-1.2,-9,10,2,-7,-2,-5
O=C(/C=C/c1ccc(Cl)cc1)Nc1nccs1,-1,-0.1,-8,-1.1,10,-2,2,6,-19,0

# The list itself, repeating the preview:
SMILES,DAGLB inh,LANA DNA inh,RTF Ca sens inh,CAL PDZ FP-1,PKA-R2B act,Rtt109 Vps75,CAL PDZ FP-2,Keap1-Nrf2 PPI,SR-BI uptake up,cardiac RTF act
CCOC(=O)[C@H]1[C@H]2COc3cc(OC)ccc3[C@@H]2N2C(=O)CN(Cc3ccco3)C(=O)[C@@]12C,0,0.5,7,-1.2,-9,10,2,-7,-2,-5
O=C(/C=C/c1ccc(Cl)cc1)Nc1nccs1,-1,-0.1,-8,-1.1,10,-2,2,6,-19,0
CCCn1c(=O)c(C(=O)Nc2c(C)n(C)n(-c3ccccc3)c2=O)c(O)c2ccccc21,-1,-0.8,6,-0.7,-18,5,nt,-1,5,4
CC(=O)Nc1ccccc1OCc1nnc(-c2cccs2)o1,-1,-1.8,-8,0.0,-11,2,1,-4,-12,-6
O=C(O)c1ccc(Cl)c(S(=O)(=O)NC(Cc2c[nH]c3ccccc23)C(=O)O)c1 (stereo not given),4,-0.8,-9,-1.2,-8,2,0,-3,26,1
CCOC(=O)C(=O)Nc1ccccc1C(=O)OCC,-1,0.1,-3,0.5,-10,nt,-5,4,-4,2
CC1CC1c1ccc(/C=C(\C#N)C(=O)Nc2ccc(Cl)cc2)o1 (stereo not given),-12,0.0,1,-2.0,-7,-4,-6,-5,-18,12
CCC(CC)C(=O)Nc1cccc(C(=O)Nc2ccc(OC)cc2[N+](=O)[O-])c1,-4,-2.5,2,nt,-9,7,-2,-1,-36,5
COc1ccc(Cl)cc1N(CC(=O)N(C)C)S(=O)(=O)c1ccc(C)c([N+](=O)[O-])c1,-1,0.3,2,-0.4,-5,2,nt,0,16,1
COc1ccc(NC(C)=O)cc1S(=O)(=O)N1CCc2ccccc21,-2,-0.9,11,-1.3,-7,-1,-3,0,10,-5
O=C(c1ccco1)N1CCN(S(=O)(=O)c2ccccc2[N+](=O)[O-])CC1,-3,2.0,-5,-0.5,-6,2,3,-5,9,8
NS(=O)(=O)c1cc(C2(O)NC(=O)c3ccccc32)ccc1Cl (stereo not given),3,0.9,-3,0.4,12,-4,-5,-1,8,4
Nc1nc2nc(-c3ccc(Cl)cc3)cc(C(F)(F)F)n2n1,2,1.1,-2,nt,-3,6,-5,4,-6,-2
CC1=C(C(=O)OC(C)C)C(c2cccs2)C(C(=O)OC(C)C)=C(C)N1,-3,-1.0,-11,0.4,-10,1,-3,2,23,-17
COc1ccc(/C=C2\CN(Cc3ccccc3)C/C(=C\c3ccc(OC)c(O)c3)C2=O)cc1O,7,1.3,1,-2.7,0,15,3,0,-28,-4
O=C(Cc1ccccc1)Nc1scc(-c2ccccc2)c1C(=O)N1CCOCC1,0,-1.0,-8,-2.1,4,6,-1,-1,-3,3
COC(=O)c1cc(S(=O)(=O)NCc2ccc(S(N)(=O)=O)cc2)oc1C,2,-1.8,-4,0.1,-4,-4,nt,2,-11,0
O=C(c1ccc(N2CCCC2=O)cc1)N1CCN(c2ccccc2O)CC1,0,-0.2,-2,-0.5,1,10,2,0,-14,-5
Nc1ncc2c(n1)-c1ccoc1CC2,-1,-2.3,-2,nt,1,-1,-2,0,12,4
Cc1cccc(OCc2nnc(SCC(=O)N3c4ccccc4Sc4ccc(Cl)cc43)o2)c1,-12,2.5,5,-0.1,-5,1,-5,-3,-45,3
CSCCC(NC(=O)COc1ccccc1)C(=O)OCc1ccc([N+](=O)[O-])cc1 (stereo not given),-3,1.3,0,-2.6,-12,11,0,-2,-3,1
Cc1cc(-c2nnc(CCC(=O)N(C)Cc3cccc4ccccc34)o2)no1,0,-0.4,-5,-0.5,-5,-2,nt,-9,-3,11
C[C@H]1CN([C@@H](C)CO)C(=O)Cc2cc(NC(=O)CCC(F)(F)F)ccc2O[C@H]1CN(C)S(=O)(=O)c1ccc(F)cc1,-2,-0.1,-9,1.5,-9,18,5,-3,-17,-7
C(=N\NC1=Nc2cccc3cccc1c23)/c1ccccn1,9,0.0,-8,1.0,-8,8,7,-20,-48,6
COC(=O)CCC(=O)OC1(C)C(=O)C=C2C=C(C3CC3)N(C(CO)CO)C=C2C1=O (stereo not given),-1,3.0,0,-1.4,-1,6,1,-6,6,2
CC(C)OC1(c2ccccc2)OC(=O)c2ccccc21 (stereo not given),1,-1.8,-10,0.1,10,-11,2,-1,0,-4
CN(C)C1(CNC(=O)C2CCN(S(=O)(=O)c3ccccc3C(F)(F)F)CC2)CCCCC1,1,-2.8,-5,-0.8,-2,-6,-2,1,24,-4
CS(=O)(=O)OCCCCOS(C)(=O)=O,-2,1.2,1,-0.2,6,9,4,-4,22,8
Cc1cc(NC(=O)CSc2ccc3c(c2)OCCO3)no1,-5,0.0,-4,-1.0,-9,1,-4,1,40,-3
CC(CCC(=O)O)C1CCC2C3CC(O)C4CC(O)CC[C@]4(C)C3CCC12C (stereo not given in full),1,0.1,-7,0.6,-2,2,1,6,21,7
O=CN1CCN(CC(O)Cn2c3ccccc3c3ccccc32)CC1 (stereo not given),1,-1.7,-7,-0.7,8,0,-2,-4,2,-1
CCc1cnccc1CCC(=O)Nc1ccccc1C,0,-1.1,1,0.5,15,2,nt,-1,2,8
O=C(NCCOc1ccc(Cl)cc1)c1ccc2c(c1)OCCO2,-3,-0.2,6,-0.5,0,-15,-2,-1,6,-6
Cc1ccc(N(C(=O)C2CCC(=O)N2)C2(C(=O)NC3CCCC3)CCCCC2)cc1 (stereo not given),-2,1.4,-14,-0.6,4,0,1,4,15,6
CC(=O)N1CCN(S(=O)(=O)c2ccc3c(c2)CCC(=O)N3)CC1,-1,-0.1,-1,0.3,-10,-5,6,-4,6,-3
COc1ccc(CC2SC(N)=NC2=O)cc1 (stereo not given),-2,-5.3,-1,1.6,1,-6,-2,-4,17,-3
CCOC(=O)c1cc2c(ccn2C)n1CC(=O)N1CCCC(C)C1 (stereo not given),-4,1.7,-35,1.0,-8,2,0,0,24,-2
COc1cc(SC)ccc1C(=O)N(CC(=O)Nc1ccccc1Br)Cc1ccco1,0,-0.2,-18,-2.4,-3,-7,-3,-3,-19,-6
CCOc1ccc(NC(=O)N2CCC(n3nnc4cc(C)ccc43)CC2)cc1,0,0.0,-20,-4.2,-9,-2,-1,1,-49,4
NC(=O)c1ccccc1NC(=O)c1ccoc1,0,1.6,-2,-2.7,3,-9,-3,2,-4,0
COc1ccc(NC(=O)CN2C(=O)CSC(C)C2=O)c(OC)c1 (stereo not given),-3,0.6,-3,-1.7,-1,-4,-2,1,29,6
CCN1CCN(C(=S)c2ccc(OCC(=O)N3CCOCC3)cc2)CC1,1,0.0,-8,0.4,-4,-3,nt,0,6,3
O=C(NC1CCCCC1)N1CCCC(c2nc3ccccc3[nH]2)C1 (stereo not given),0,-1.2,-2,-2.3,-5,0,nt,-3,26,2
O=C(NC(NC(=S)Nc1c(Cl)cccc1Cl)C(Cl)(Cl)Cl)c1cccc([N+](=O)[O-])c1 (stereo not given),4,1.4,-3,-3.1,-2,2,-2,-2,-42,-3
Cc1nc(C(=O)NNC(=O)c2ccc(Cl)cc2)cs1,2,0.2,-15,-0.2,-12,-8,-1,5,13,2
Cc1cccc(NC(=O)c2nc[nH]c2C(=O)N[C@@H](CC(C)C)C(=O)OCc2ccccc2)c1,-4,0.3,0,-2.5,-5,-1,1,2,3,4
CC1(C)Cc2c(cnn2-c2ccc(F)cc2)C(NC(=O)CN2CCCC2=O)C1 (stereo not given),1,1.0,-11,-1.1,1,1,nt,-1,2,-1
COc1cccc(-c2cc(C(=O)N3CCCc4ccccc43)no2)c1,-8,0.4,3,-1.0,-2,2,0,-5,-18,7
Cc1csc(=O)n1CCC(=O)OCC(=O)Nc1ncc(Cl)cc1Cl,3,2.1,-16,-2.3,3,-10,1,-5,17,-1
CCN(CC(=O)Nc1ccc(NC(C)=O)cc1)C(=O)c1ccc(NC2CC2)c([N+](=O)[O-])c1,5,-0.7,-19,1.1,1,-4,6,-3,-23,-3
CCOC(=O)c1cncc(C#CCO)c1,0,0.2,-7,-0.6,-7,3,-2,2,26,-2
Cn1cc(S(=O)(=O)N2CCCC2)cc1C(=O)NCc1ccccc1Cl,3,-0.1,1,-0.4,-1,-2,nt,-4,-12,4
COc1ccc(/C=C/C(=O)c2ccc(OC)cc2OC)cc1,-8,1.1,-11,0.3,-13,2,-1,-3,-40,19
CCc1ccccc1NC(=O)CN(C)C(=O)Cn1ncc(Cl)c(Cl)c1=O,-2,-2.1,-8,-0.5,3,4,nt,-2,31,-1
Nc1nc(SCC(=O)Nc2ccc(Cl)c(S(=O)(=O)N3CCOCC3)c2)n[nH]1,-3,-1.7,-8,-1.3,-6,2,-2,2,nt,0
Cc1nc2n(n1)CC(O)CS2 (stereo not given),-2,0.9,-6,0.8,-8,0,2,-6,11,2
COc1ccc(-c2ccc(OC)c([C@H]3[C@H]4C=CC[C@@H](C)[C@@H]4C(=O)N3Cc3ccccc3)c2)cc1,-6,0.4,-2,-0.4,-1,9,1,-3,-12,-1
O=C(COC(=O)Cc1ccc(Br)cc1)Nc1ccc(Cl)cn1,-9,-1.9,-7,-0.9,-1,0,3,-3,11,1
Cc1cnc(C(=O)OCC(=O)c2ccc(F)cc2)cn1,0,0.5,1,0.5,-3,8,1,-1,1,-2
C[C@@]12CCC3[C@@](CC[C@@H]4[C@](C)(C(=O)O)CCC[C@@]34C)(C[C@H]1O)C2 (stereo not given in full),3,-4.4,2,-0.5,-2,2,0,8,8,-7
Cc1nc2ccccc2c(=O)n1Nc1cccc(Cl)c1,1,-0.5,-8,-1.3,-8,3,-5,5,-24,-3

# 5 entries already listed, arranged by the value under SR-BI uptake up, descending.
structure | DAGLB inh | LANA DNA inh | CAL PDZ FP-1 | PKA-R2B act | Rtt109 Vps75 | CAL PDZ FP-2 | Keap1-Nrf2 PPI | SR-BI uptake up
CCOC(=O)c1cncc(C#CCO)c1 | 0 | 0.2 | -0.6 | -7 | 3 | -2 | 2 | 26
Cc1csc(=O)n1CCC(=O)OCC(=O)Nc1ncc(Cl)cc1Cl | 3 | 2.1 | -2.3 | 3 | -10 | 1 | -5 | 17
O=C(COC(=O)Cc1ccc(Br)cc1)Nc1ccc(Cl)cn1 | -9 | -1.9 | -0.9 | -1 | 0 | 3 | -3 | 11
C[C@@]12CCC3[C@@](CC[C@@H]4[C@](C)(C(=O)O)CCC[C@@]34C)(C[C@H]1O)C2 (stereo not given in full) | 3 | -4.4 | -0.5 | -2 | 2 | 0 | 8 | 8
Cn1cc(S(=O)(=O)N2CCCC2)cc1C(=O)NCc1ccccc1Cl | 3 | -0.1 | -0.4 | -1 | -2 | nt | -4 | -12
